Menin-MLL TR inh: inhibitors of human menin-MLL interaction, mutant MLL peptide. Menin + Texas Red MLL mutant peptide, fluorescence polarization. AID 1768. 270,000 compounds, 0.23% hits. O00255. Potency, µM (highest dose often 61.6 µM), for inactives: at the highest dose FP activity change, negative = inhibition, usual class: inhibitors; active means well fitted inhibition curve with a large enough effect in the polarisation, with a control signal flat, not every such curve was filed as active; inconclusive means small, poorly fitted or top-dose-only effect, or effect the other way, or a change in a side signal; inactive means no such curve, though single readings can be large or run the other way; the % refers to the polarisation; further: potency means the concentration at half of the fitted maximal effect; % of control where 0% means no effect; many of its hits are not listed in these tables
TSHR antagonist: antagonists of human thyroid stimulating hormone receptor; 330,000 compounds, 0.2% hits; TSHR-expressing cells, TSH-stimulated cAMP HTRF, 2 h; active compounds read low; AID 504810; activity change, negative = inhibition, % at 11.5 µM;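 active means activity change below a set negative limit, meaning inhibition stronger than a set level, cut at about -70% in these data; inconclusive means activity change between two set negative limits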; further: on the % scale 0 is the no-effect control and ±100 the full control effect
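TSHR-expressing cells were treated with compounds, then stimulated with TSH at EC80 (4nM final) for 2 hours at 37 deg C. Cellular cAMP was measured by HTRF competition between lysate cAMP and cAMP-d2 for a cryptate-labelled anti-cAMP antibody.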
Mito fusion act: inhibitors of mitochondrial division or activators of mitochondrial fusion. 320,000 compounds, 0.23% hits. Potency, µM (doses to about 46.1 µM), without a hit: at the top dose growth rescue (activation), hits mostly activators. S. cerevisiae fusion-defective mutant growth rescue, CellTiterGlo 48 h. AID 485298;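 further: potency means the concentration at half of the fitted maximal effect; % of control where 0% means no effect; nearly all actives have a fitted effect of over 45% in size; temperature-sensitive fusion mutants such as fzo1-1 at 37 °C on non-fermentable ethanol glycerol medium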
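Yeast fusion mutant, YPEG (non-fermentable carbon), compound, 48 h at 37C non-permissive; CellTiterGlo added, 10 min RT, luminescence read. Rescued growth = division inhibition.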
USP2a inh: blocks human ubiquitin-specific protease USP2a; USP2 core, Ub-CHOP2 coupled fluorogenic reporter, 485/531; 330,000 compounds, 0.01% hits; Potency, µM (titrated, usually from 38.3 µM), without a hit: at the highest dose activity change, negative = inhibition, actives largely listed as inhibitors; AID 463254; O75604;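 further: potency means the concentration at half of the fitted maximal effect; plate controls were DMSO wells for no effect and full inhibition by NEM control for full effect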
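Deubiquitinase activity read as fluorescence (485/531 nm) after Ub-CHOP2 cleavage activates the enterokinase reporter on its substrate; USP2 core 10nM, Ub-CHOP2 and substrate 25nM each, 30min compound preincubation then 60min RT; data normalized to NEM, curves fitted.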
Eya2 phos inh: inhibitors of human Eya2 phosphatase activity. recombinant Eya2, OMFP fluorescence dephosphorylation (OMFP is methylfluorescein phosphate). Potency, µM (highest dose often 76.9 µM), for inactives: at the highest dose activity, negative = inhibition, most hits filed as inhibitors. AID 488837. 330,000 compounds, 0.006% hits. O00167; further: potency means the concentration at half of the fitted maximal effect; on the % scale 0 is the no-effect control and ±100 the full control effect
Target sequence (O00167 whole entry, looked up): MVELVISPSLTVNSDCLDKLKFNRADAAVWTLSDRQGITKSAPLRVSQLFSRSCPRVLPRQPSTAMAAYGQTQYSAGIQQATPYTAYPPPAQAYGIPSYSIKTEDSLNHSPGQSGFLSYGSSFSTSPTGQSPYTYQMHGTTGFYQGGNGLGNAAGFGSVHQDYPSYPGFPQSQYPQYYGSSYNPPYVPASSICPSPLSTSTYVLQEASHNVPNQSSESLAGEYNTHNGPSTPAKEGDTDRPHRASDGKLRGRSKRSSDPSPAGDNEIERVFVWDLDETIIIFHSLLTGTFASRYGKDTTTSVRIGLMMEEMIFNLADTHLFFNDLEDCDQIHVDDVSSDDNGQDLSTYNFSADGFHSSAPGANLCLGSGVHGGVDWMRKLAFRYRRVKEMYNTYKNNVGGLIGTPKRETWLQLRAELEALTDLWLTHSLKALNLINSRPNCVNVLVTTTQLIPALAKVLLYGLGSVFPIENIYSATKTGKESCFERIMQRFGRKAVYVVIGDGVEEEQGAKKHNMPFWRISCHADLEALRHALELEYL
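Eya2 (0.2 uM) preincubated 10 min at ambient with compound, then OMFP substrate added at 50 uM; 10 min reaction in 50 mM HEPES pH 7.5, 50 mM NaCl, 5 uM MgCl2, 0.05% BSA, 1 mM DTT. Fluorescence read at Ex 485/Em 525 nm.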
MBNL1-CUG inh: inhibitors of human MBNL1 binding to CUG repeat RNA. Q9NR56. TR-FRET MBNL1-His/biotin-(CUG)12 binding, 665/545 ratio. Potency, µM (series often up to 57.5 µM), for the others: at the top dose activity change, negative = inhibition, most hits filed as inhibitors. 280,000 compounds, 0.036% hits. AID 2675; active means well fitted inhibition curve with a large enough effect in the signal ratio, with a control signal flat, not every such curve was filed as active; inconclusive means small, poorly fitted or top-dose-only effect, or effect the other way, or a change in a side signal; inactive means no such curve, though single readings can be large or run the other way; the % refers to the signal ratio; further: potency means the concentration at half of the fitted maximal effect; on the % scale 0 is the no-effect control and ±100 the full control effect
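Inhibition of protein-RNA binding appears as loss of TR-FRET between terbium anti-His antibody on MBNL1-His and streptavidin-XL665 on biotin-(CUG)12. Activity is normalized to buffer-only and uninhibited-complex controls.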
ASM inhibitor: human S-ASM enzyme inhibition. Potency, µM (doses to about 57.5 µM), without a hit: at the top dose activity change, negative = inhibition, actives largely listed as inhibitors. placental ASM, HMU-PC fluorogenic substrate, 60 min. AID 504937. 340,000 compounds, 0.006% hits; further: potency means the concentration at half of the fitted maximal effect
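Steps: dispense placental human ASM, pin compound, wait 10 min at room temperature, add HMU-PC0 substrate at 9 uM final, incubate 60 min at 37 °C, add stop solution raising pH to 10, read fluorescence.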
GALK inhibitor: blocks human galactokinase activity; 270,000 compounds, 0.007% hits; Potency, µM (top dose mostly 57.5 µM), inactives show top-dose activity change, negative = inhibition, most hits filed as inhibitors; Purified GALK, Kinase-Glo residual ATP luminescence; P51570; further: potency means the concentration at half of the fitted maximal effect; on the % scale 0 is the no-effect control and ±100 the full control effect
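GALK at 5 nM final was combined with compound, 35 uM ATP and 100 uM galactose in HEPES pH8.0 with MgCl2 and DTT. The reaction ran one hour at room temperature before luminescent ATP detection.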
KCNH2 WT inh: inhibitors of human wildtype KCNH2 potassium channel | AID 720551 | U2OS, BacMam KCNH2, thallium flux FluxOr; active compounds read low | activity change, % at 1.84 µM | 340,000 compounds, 0.37% hits;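 active means maximum activity change below -70%; inconclusive means maximum activity change between -70% and -50%; inactive means maximum activity change above -50%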; further: on the % scale 0 is the no-effect control and ±100 the full control effect
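U2OS cells transduced with wild-type KCNH2 virus are loaded with FluxOr dye for 45 min, and thallium flux is measured in kinetic reads before and after stimulation buffer. Rate constants are normalized to DMSO controls.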
PKM2 act: increases activity of human pyruvate kinase M2; P14618; purified PKM2, Kinase-Glo ATP luminescence, activation; response scale: 0% is enzyme alone, no compound; Potency, µM (series often up to 57.5 µM), for the others: top-dose activation, actives largely listed as activators; 260,000 compounds, 0.34% hits; further: potency means the concentration at half of the fitted maximal effect; on the % scale 0 is the no-effect control and ±100 the full control effect; nearly all actives have a fitted effect of over 55% in size
Target sequence (P14618 whole entry, looked up): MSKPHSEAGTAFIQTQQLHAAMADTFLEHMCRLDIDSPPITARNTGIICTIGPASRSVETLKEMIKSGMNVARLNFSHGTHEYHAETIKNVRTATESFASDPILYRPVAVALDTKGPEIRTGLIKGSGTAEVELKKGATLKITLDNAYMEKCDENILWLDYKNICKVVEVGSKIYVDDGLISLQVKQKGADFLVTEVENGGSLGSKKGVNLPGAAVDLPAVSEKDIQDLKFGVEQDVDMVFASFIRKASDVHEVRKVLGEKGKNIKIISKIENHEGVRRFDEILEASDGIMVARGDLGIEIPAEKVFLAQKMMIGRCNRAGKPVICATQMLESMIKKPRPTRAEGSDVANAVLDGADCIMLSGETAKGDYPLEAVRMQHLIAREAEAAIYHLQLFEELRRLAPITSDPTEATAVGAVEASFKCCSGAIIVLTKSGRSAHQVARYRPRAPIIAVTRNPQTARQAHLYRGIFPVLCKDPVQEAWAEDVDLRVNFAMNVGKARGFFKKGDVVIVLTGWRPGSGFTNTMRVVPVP
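Kinase-Glo luminescence reports ATP generated from ADP (0.1 mM) and PEP (0.5 mM) by purified hPK-M2 after 1 h at room temperature, pH 7.2 imidazole buffer; intermediate enzyme activity allows detecting inhibitors and activators.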
BCR signal inh: chronic active BCR signaling inhibition. ABC-DLBCL IkBa-CBG/CBR reporter, luminescence ratio, 4 h. Potency, µM (doses to about 46.1 µM), inactives show top-dose ratio change, negative = lower green/red ratio, actives largely listed as inhibitors. 340,000 compounds, 0.05% hits; active means well fitted inhibition curve with a large enough effect in the signal ratio, with a control signal flat, not every such curve was filed as active; inconclusive means small, poorly fitted or top-dose-only effect, or effect the other way, or a change in a side signal; the % refers to the signal ratio;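 further: potency means the concentration at half of the fitted maximal effect; plate controls were basal doxycycline-induced cells for no effect and cells given 10 µM MG132 for full effect; MG132 reads +100%, hits lower the ratio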
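Concentration-response series (up to 46 uM) were applied to TMD8 dual-reporter cells for 4 h at 37C with doxycycline. Green/red ratio, after filter-overlap correction, defined %Activity; red signal alone was normalised to basal cells and zero luminescence.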
Active calls of the source: *; [ ] = dose if it differs, or a comment. Unless noted, the call rests on the fitted dose curve; in most records, active means well fitted curve in the direction sought with a large enough effect; inconclusive means small, poorly fitted or top-dose-only effect, or another doubt; inactive means no such curve, though single readings can be large; an effect the other way counts as inactive or inconclusive. Some of the compounds tested, so the mix of outcomes need not match the whole.

How did O=C1Nc2cc(C(=O)NCCCN3CCOCC3)ccc2S/C1=C/c1ccccc1F do in these assays?
TSHR antagonist: -21; Mito fusion act: -3%; USP2a inh: 4%; Eya2 phos inh: -2%; MBNL1-CUG inh: inconclusive; ASM inhibitor: -12%; GALK inhibitor: -2%; KCNH2 WT inh: 28; BCR signal inh: 5%

Results for COc1cc(/C=N/NC(=O)c2cc(-c3c(C)nn(-c4ccccc4)c3C)n[nH]2)ccc1O ?
Menin-MLL TR inh: 27%; TSHR antagonist: -13; Mito fusion act: -4%; USP2a inh: 14%; Eya2 phos inh: 1%; MBNL1-CUG inh: inconclusive; ASM inhibitor: -14%; GALK inhibitor: -3%; KCNH2 WT inh: -5; PKM2 act: -1%; BCR signal inh: -3%

Results for Nc1ccccc1N=c1ssnc1Cl ?
Menin-MLL TR inh: 25%; TSHR antagonist: 18; Mito fusion act: 5%; USP2a inh: -1%; Eya2 phos inh: 11%; MBNL1-CUG inh: -13%; ASM inhibitor: 30%[activator]; GALK inhibitor: 4%; KCNH2 WT inh: 2; PKM2 act: 9%; BCR signal inh: inconclusive

What do the screens show for `O=C(c1scc2c1CCCC2)N1CCOCC1`?
Menin-MLL TR inh: 0%; TSHR antagonist: 3; Mito fusion act: 3%; USP2a inh: 0%; Eya2 phos inh: -10%; MBNL1-CUG inh: 7%; ASM inhibitor: 0%; GALK inhibitor: -2%; KCNH2 WT inh: 5; PKM2 act: -4%; BCR signal inh: 0%

What do the screens show for `CC(=O)OC1COC(N2CCc3cc([N+](=O)[O-])ccc32)C(OC(C)=O)C1OC(C)=O` (stereo not drawn)?
TSHR antagonist: -3; Mito fusion act: 1%; USP2a inh: 1%; Eya2 phos inh: 2%; MBNL1-CUG inh: 21%; ASM inhibitor: -1%; GALK inhibitor: -2%; KCNH2 WT inh: 3; PKM2 act: 0%; BCR signal inh: 2%

How did Cc1cc(C)c(NC(=O)c2ccccc2C(=O)c2ccccc2)c(C)c1 do in these assays?
Menin-MLL TR inh: -11%; TSHR antagonist: 3; Mito fusion act: 16%; USP2a inh: -2%; Eya2 phos inh: 0%; MBNL1-CUG inh: -4%; ASM inhibitor: 0%; GALK inhibitor: 10%; KCNH2 WT inh: 0; PKM2 act: -3%; BCR signal inh: -4%

What do the screens show for `COc1cccc(N2CCN(c3ccc4nnc(CCC(=O)Nc5ccc(C)cn5)n4n3)CC2)c1`?
TSHR antagonist: -2; Mito fusion act: 4%; USP2a inh: 0%; Eya2 phos inh: 4%; MBNL1-CUG inh: 3%; ASM inhibitor: -8%; GALK inhibitor: 4%; KCNH2 WT inh: -11; BCR signal inh: -5%

What do the screens show for `CC(C)(C)c1cc(C(=O)NCC(=O)OCC(=O)c2cccc([N+](=O)[O-])c2)cc(C(C)(C)C)c1`?
Menin-MLL TR inh: 6%; TSHR antagonist: 6; Mito fusion act: 1%; USP2a inh: -1%; Eya2 phos inh: -10%; MBNL1-CUG inh: inconclusive; ASM inhibitor: -17%; GALK inhibitor: 0%; KCNH2 WT inh: -3; PKM2 act: 0%; BCR signal inh: 1%

How did CCn1cnc2c1c(=O)n(CC(=O)NCC(C)C)c(=O)n2Cc1ccccc1 do in these assays?
Menin-MLL TR inh: 15%; TSHR antagonist: -1; Mito fusion act: 6%; USP2a inh: 0%; Eya2 phos inh: 16%; MBNL1-CUG inh: -8%; ASM inhibitor: 1%; GALK inhibitor: -3%; KCNH2 WT inh: 2; BCR signal inh: 2%

Results for CC(CC(=O)NCCc1ccc(Cl)cc1)S(=O)(=O)c1ccc2c(c1)NC(=O)CO2 (stereo not drawn) ?
TSHR antagonist: 8; Mito fusion act: -1%; USP2a inh: 4%; Eya2 phos inh: -13%; MBNL1-CUG inh: -2%; ASM inhibitor: -2%; GALK inhibitor: 1%; KCNH2 WT inh: 3; BCR signal inh: -3%

How did COc1ccc(NS(=O)(=O)c2cn(C)cn2)cc1 do in these assays?
TSHR antagonist: 1; Mito fusion act: -3%; USP2a inh: 0%; Eya2 phos inh: 7%; ASM inhibitor: -1%; GALK inhibitor: -2%; KCNH2 WT inh: -2; PKM2 act: 0%; BCR signal inh: -20%

What do the screens show for `Cc1c(C(=O)N2CCN(S(=O)(=O)c3ccccc3F)CC2)oc2c(Cl)cccc12`?
TSHR antagonist: -12; Mito fusion act: inconclusive; USP2a inh: -1%; Eya2 phos inh: -2%; ASM inhibitor: -9%; KCNH2 WT inh: -2; BCR signal inh: -1%

Results for COc1nc2ccccc2cc1-c1noc(-c2cccnc2)n1 ?
Menin-MLL TR inh: 1%; TSHR antagonist: -8; Mito fusion act: 0%; USP2a inh: 0%; Eya2 phos inh: -10%; MBNL1-CUG inh: 13%; GALK inhibitor: 4%; PKM2 act: -3%; BCR signal inh: 4%

How did COc1cccc(CN2CC(C(=O)NCCn3cccn3)CCC2=O)c1 (stereo not drawn) do in these assays?
TSHR antagonist: -4; Mito fusion act: 2%; USP2a inh: 0%; Eya2 phos inh: -10%; MBNL1-CUG inh: -9%; ASM inhibitor: -2%; GALK inhibitor: -1%; KCNH2 WT inh: 9; BCR signal inh: 1%

What do the screens show for `CC(C)(C)c1nnc(N/N=C/c2ccc(O)cc2)n(N)c1=O`?
Menin-MLL TR inh: 12%; TSHR antagonist: 0; Mito fusion act: -2%; USP2a inh: 3%; Eya2 phos inh: -1%; MBNL1-CUG inh: 10%; ASM inhibitor: 3%; GALK inhibitor: -6%; KCNH2 WT inh: -2; PKM2 act: -9%; BCR signal inh: inconclusive

What do the screens show for `O=[N+]([O-])c1ccc(Oc2ccc(S(=O)(=O)N3CCOCC3)cn2)cc1`?
TSHR antagonist: -15; Mito fusion act: 6%; USP2a inh: 2%; Eya2 phos inh: -5%; ASM inhibitor: 1%; KCNH2 WT inh: -1; BCR signal inh: inconclusive

Results for N#Cc1ccncc1Sc1ccc(Cl)cc1 ?
Menin-MLL TR inh: inconclusive; TSHR antagonist: -6; Mito fusion act: 15%; USP2a inh: 3%; Eya2 phos inh: 6%; MBNL1-CUG inh: 3%; ASM inhibitor: -4%; GALK inhibitor: 3%; KCNH2 WT inh: -8; BCR signal inh: inconclusive

How did Oc1ccc(COCc2ccc(F)cc2)c2cccnc12 do in these assays?
TSHR antagonist: -8; Mito fusion act: 11%; USP2a inh: -1%; Eya2 phos inh: 13%; BCR signal inh: inconclusive

How did CCOC(=O)N1CCN(C(=O)c2ccc3c(=O)n(CCOC)c(=O)[nH]c3c2)CC1 do in these assays?
Menin-MLL TR inh: 21%; TSHR antagonist: 13; Mito fusion act: -3%; USP2a inh: -1%; Eya2 phos inh: 21%; MBNL1-CUG inh: -1%; ASM inhibitor: 314%[activator]; GALK inhibitor: 4%; KCNH2 WT inh: -4; PKM2 act: 1%; BCR signal inh: 17%

Results for Cc1nnc(SCc2ccc(Cl)c(Cl)c2)s1 ?
Menin-MLL TR inh: -1%; TSHR antagonist: -11; Mito fusion act: 0%; USP2a inh: -1%; Eya2 phos inh: -14%; MBNL1-CUG inh: 9%; ASM inhibitor: 0%; GALK inhibitor: 8%; KCNH2 WT inh: 1; PKM2 act: 1%; BCR signal inh: 4%

How did COc1ccccc1CNC(=O)COc1ccccc1OC do in these assays?
Menin-MLL TR inh: 25%; TSHR antagonist: 5; Mito fusion act: -2%; USP2a inh: 0%; Eya2 phos inh: 11%; MBNL1-CUG inh: -9%; ASM inhibitor: -2%; GALK inhibitor: 0%; KCNH2 WT inh: -2; PKM2 act: 5%; BCR signal inh: inconclusive

Results for COc1ccccc1NS(=O)(=O)c1c(C)nc2sccn2c1=O ?
Menin-MLL TR inh: -2%; TSHR antagonist: 4; Mito fusion act: 2%; USP2a inh: 3%; Eya2 phos inh: -3%; MBNL1-CUG inh: -5%; ASM inhibitor: 6%; KCNH2 WT inh: 48; PKM2 act: inconclusive; BCR signal inh: -9%

What do the screens show for `Oc1ccc(N=Nc2cccc(Cl)c2)cc1C=Nc1ccc(N2CCOCC2)cc1`?
Menin-MLL TR inh: 1%; TSHR antagonist: -19; Mito fusion act: 1%; USP2a inh: 3%; Eya2 phos inh: 0%; MBNL1-CUG inh: 3%; ASM inhibitor: -2%; GALK inhibitor: 2%; KCNH2 WT inh: -13; PKM2 act: -13%; BCR signal inh: inconclusive
